High-throughput results deposited in PubChem by Sanford-Burnham Center for Chemical Genomics.
SENP8 block-1: SENP8 (human) protease inhibition; inhibition, % at 20 µM; AID 602440; Q96LD8; 360,000 tested, 0.64% active; recombinant SENP8, Nedd8 substrate fluorescence; in the data active means inhibition mostly above about 40%, no sharp cut-off; inactive means mostly below about 27%
Target sequence (Q96LD8 whole entry, looked up): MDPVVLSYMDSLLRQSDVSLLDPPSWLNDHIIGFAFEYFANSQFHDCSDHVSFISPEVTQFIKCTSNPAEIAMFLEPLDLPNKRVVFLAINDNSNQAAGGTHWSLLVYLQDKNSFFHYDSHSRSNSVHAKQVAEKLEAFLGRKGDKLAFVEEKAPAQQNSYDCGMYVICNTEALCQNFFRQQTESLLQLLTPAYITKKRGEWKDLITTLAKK
SENP8 block-2: inhibitors of human SENP8 protease; 330,000 tested, 1.2% active; purified SENP8, Z-RLRGG-aminoluciferin cleavage, luminescence; inhibition, % at 10 µM; AID 2540; in the data active means inhibition above about 50%
SENP1 FRET inh: blocks the human SENP1 SUMO protease catalytic domain. recombinant SENP1 catalytic domain, CyPet-SUMO1-YPet FRET cleavage. inhibition, % at 10 µM. 360,000 tested, 0.21% active. AID 624204;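 active means inhibition at least 30% at 10 µM, raw YFP signal under a set limit, fluorescence ratio 0.5 to 1.5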;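 further: 0% = enzyme with DMSO and 100% = no enzyme wells; some results filed as inactive read as strong as hits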
Target sequence (Q9P0U3 419-644 limits assumed): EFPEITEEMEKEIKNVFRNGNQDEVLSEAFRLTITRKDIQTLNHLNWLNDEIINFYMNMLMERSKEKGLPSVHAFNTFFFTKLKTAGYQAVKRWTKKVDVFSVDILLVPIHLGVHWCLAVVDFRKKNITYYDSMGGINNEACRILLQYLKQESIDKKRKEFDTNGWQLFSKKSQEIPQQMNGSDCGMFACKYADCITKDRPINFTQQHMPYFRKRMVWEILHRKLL
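Material – human SENP1 catalytic domain · Input – SENP1 enzyme, 20 pM final · Compound dosing – single concentration of 10 µM compound, 0.5% DMSO final · Timing – enzyme reaction for 50 min at room temperature, dark · Measured by – FRET fluorescence in CFP and YFP emission channels · Control set – no-enzyme wells low, DMSO-plus-enzyme wells high control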
SENP7 inh: SENP7 protease inhibition. Q9BQF6. recombinant SENP7, Z-RLRGG-aminoluciferin luminescence, 40 min. inhibition, % at 5 µM. 330,000 tested, 1.5% active;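 active means inhibition above about 50% at the single test dose, limit read from the data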;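 further: plate controls were DMSO with enzyme for no effect and no enzyme buffer wells for full effect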
A3G deaminase: blocks human APOBEC3G single-stranded DNA deamination. Q9HC16. recombinant A3G, ssDNA deamination FAM/TAMRA fluorescence. inhibition, % at 20 µM. 330,000 tested, 0.28% active. AID 493012;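 active means inhibition of at least 40% at 20 µM, with no more than 30% in the related APOBEC3A deaminase screen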;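 further: plate controls were DMSO wells with A3G for no effect and wells lacking A3G enzyme for full effect; some compounds called inactive have numbers as strong as hits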
Target sequence (Q9HC16 whole entry, looked up): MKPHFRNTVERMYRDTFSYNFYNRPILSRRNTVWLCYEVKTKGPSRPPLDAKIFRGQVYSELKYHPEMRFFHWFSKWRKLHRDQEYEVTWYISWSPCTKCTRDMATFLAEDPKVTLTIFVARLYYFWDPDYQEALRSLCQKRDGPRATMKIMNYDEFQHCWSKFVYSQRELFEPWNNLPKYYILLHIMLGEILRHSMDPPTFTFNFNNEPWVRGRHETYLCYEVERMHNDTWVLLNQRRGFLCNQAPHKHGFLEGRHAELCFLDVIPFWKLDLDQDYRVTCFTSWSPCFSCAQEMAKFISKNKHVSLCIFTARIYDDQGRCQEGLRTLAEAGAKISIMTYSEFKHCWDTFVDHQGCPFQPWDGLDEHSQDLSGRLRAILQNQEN
UBC13 inh: inhibitors of human UBC13 polyubiquitin chain formation | P61088 | AID 485273 | inhibition, % at 20 µM | TR-FRET | 330,000 tested, 0.47% active; in the data active means inhibition above about 45%, passing the limit was not always enough
Target sequence (P61088 whole entry, looked up): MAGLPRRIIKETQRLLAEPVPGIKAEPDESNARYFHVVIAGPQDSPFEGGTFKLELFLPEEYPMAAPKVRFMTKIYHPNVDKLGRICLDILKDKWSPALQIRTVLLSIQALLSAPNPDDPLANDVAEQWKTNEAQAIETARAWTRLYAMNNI
Apaf1 inhib: human Apaf-1 inhibition; reconstituted apoptosome caspase-3 activity, DEVD-Rh110 fluorescence; O14727; AID 489030; inhibition, % at 20 µM; 330,000 tested, 0.71% active; active means inhibition of at least 40% at 20 µM;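 further: plate controls were DMSO wells for no effect and DEVD-CHO caspase inhibitor wells for full effect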
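Assay system – apoptosome proteins · Medium – Hepes buffer, pH 7.5 · Also added – cytochrome c with DEVD-Rh110 · Timing – 30 min compound preincubation, 50 min activation, room temperature · Detection – Rh110 fluorescence, excitation 480 nm, emission 540 nm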
SENP6 inh: inhibitors of human SENP6 protease; Q9GZR1; inhibition, % at 10 µM; Recombinant SENP6 catalytic domain, aminoluciferin luminescence; 330,000 tested, 1.8% active; AID 2599;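 active means inhibition above about 50% at the single tested dose, limit read from the data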;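 further: plate controls were DMSO wells with enzyme for no effect and DMSO wells lacking enzyme for full effect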
Starred values were filed as active, the others as inactive; / = not tested or not shown.

SMILES	SENP8 block-1	SENP8 block-2	SENP1 FRET inh	SENP7 inh	A3G deaminase	UBC13 inh	Apaf1 inhib	SENP6 inh
Fc1ccc(C2CC(c3cccs3)=NN2c2ccccc2)cc1 (stereo unspecified)	-381.7	-6.3	-27.0	-4.3	-8.7	18.3	3.3	-4.9
COC(=O)CCC(=O)Nc1cc(Cl)cc(Cl)c1	4.0	-4.7	0.2	0.9	-0.4	-0.1	1.2	-6.1
O=C(NCCCc1nc2ccccc2[nH]1)c1ccco1	-6.2	-1.0	-3.4	2.7	9.4	-2.2	6.4	-7.1
COc1ccc(NC(=O)COC(=O)CC2CCCC2)cc1Cl	3.4	-9.3	4.4	8.7	-7.8	-5.5	7.1	14.1
CCOC(=O)c1csc(NC(=O)c2ccccc2)n1	7.4	-4.6	-0.3	2.5	-4.3	-2.6	1.4	-4.7
CC(OC(=O)Cn1ccccc1=O)C(=O)Nc1cc(Cl)cc(Cl)c1 (stereo unspecified)	12.2	-2.1	-0.8	-5.3	-7.2	20.2	-5.6	-4.1
COc1ccc(NS(=O)(=O)c2ccc(NS(C)(=O)=O)cc2)cc1	5.0	4.8	-1.3	1.7	-4.8	4.0	-13.8	-11.3
COc1cc(OC)cc(C(=O)NCC(=O)OC2CCOC2=O)c1 (stereo unspecified)	6.1	-1.1	0.1	-7.0	-2.7	3.0	-2.7	4.7
COc1ccccc1CNC(=O)C1CC2Cn3c(nc4cc(Cl)c(Cl)cc43)C2N1C (stereo unspecified)	5.1	-6.9	0.5	7.6	-5.5	-10.0	10.5	2.2
O=C1NCCCC1C(=O)N1CCN(C(c2ccccc2)c2ccccc2)CC1 (stereo unspecified)	7.1	3.0	1.5	6.5	0.7	-3.3	-9.7	14.4
Cc1nc(NC(=O)C2CCCCC2)sc1C	19.9	-16.9	2.2	-9.4	-6.4	-4.6	10.9	-30.8
CSc1nc(=S)n(-c2ccc([N+](=O)[O-])cc2)c(C)c1C(C)=O	4.2	-8.3	-1.4	-11.2	-7.5	-9.2	9.3	-19.5
O=C(Cn1c(=O)oc2ccccc21)Nc1ccc(Br)cc1	22.7	2.8	1.9	4.7	2.5	6.7	4.5	26.5
Cc1noc(C)c1NC(=O)N(C)C[C@H]1Oc2ccc(NC(=O)c3ccncc3)cc2C(=O)N([C@H](C)CO)C[C@@H]1C	10.5	5.7	-0.4	1.3	-7.5	11.9	-9.9	-28.0
CC(C)NC(=O)N(C)C[C@H]1Oc2ccc(NC(=O)C3CC3)cc2C(=O)N([C@H](C)CO)C[C@@H]1C	15.3	1.7	-0.4	4.7	2.0	0.8	5.0	1.8
C=CCn1c(SCC(=O)Nc2cc(Cl)ccc2C(=O)O)nc2sc(C)c(C)c2c1=O	-6.5	8.1	1.1	1.2	-6.2	-6.7	-0.2	-1.9
COCCn1c(=NC(=O)c2ccccc2[N+](=O)[O-])sc2cc(S(C)(=O)=O)ccc21	-7.2	-3.2	-0.4	-1.0	-3.9	2.0	-8.3	-9.1
O=C(Nc1cccs1)Nc1ccccc1Cl	11.6	35.1	-1.1	33.6	7.4	3.7	-0.2	-8.5
O=S1(=O)CCOC[C@H](Cc2ccccc2)N1Cc1ccccc1	-2.6	-2.0	0.1	1.0	-11.9	1.2	1.9	-2.5
C[C@H]1O[C@@H](n2cc(F)c(=O)[nH]c2=O)[C@H](O)[C@@H]1O	-1.6	-4.8	1.3	2.2	-4.4	14.7	-11.3	3.6
COc1ccc(-c2noc(CN(C)Cc3ccc(C)o3)n2)cc1	7.0	-3.9	-4.1	0.8	9.6	2.5	-10.9	-26.1
CN(CCC1CCOCC1)C(=O)C1CCC(=O)N(CCc2ccc(Cl)cc2)C1 (stereo unspecified)	7.7	-3.2	0.4	7.5	-3.4	-2.4	-4.7	14.5
CN(C)CCCN1C(=O)C2CCc3[nH]c4ccccc4c3C2C1=O (stereo unspecified)	-193.5	2.9	-34.4	3.1	-5.6	-10.8	-4.2	0.2
Cc1nn(C)cc1CNC(=O)c1ccc(Br)o1	-5.7	1.8	-0.9	4.0	-4.8	6.3	-12.4	8.4
CCn1c(COc2ccccc2C)nnc1SCC(=O)Nc1ccc2c(c1)OCCO2	13.1	-2.7	0.9	2.3	-7.7	5.7	-4.9	-2.6
(cont.)
SMILES	SENP8 block-1	SENP8 block-2	SENP1 FRET inh	SENP7 inh	A3G deaminase	UBC13 inh	Apaf1 inhib	SENP6 inh
Cc1ccc(NC(=O)CSCC(=O)NC2CCCCC2)cc1	10.6	-4.2	1.1	-4.3	-6.2	-13.8	5.3	-1.8
Cc1ccc(N2C(=O)CC(N3CCSCC3)C2=O)c(C)c1 (stereo unspecified)	15.3	-0.2	1.8	-3.9	-3.1	-2.8	-3.4	-5.3
Cc1cc2oc(=O)cc(CN3CCN(Cc4ccc5c(c4)OCO5)CC3)c2cc1C	-6.6	8.2	-3.8	6.6	4.0	6.7	11.0	11.3
CCc1ccc(CCC(=O)Nc2ccc(C(C)=O)cc2)o1	1.9	2.1	-3.0	-0.2	9.6	5.4	0.3	-8.7
Cc1ccc(-c2noc(CSc3nnnn3C3CCCCC3)n2)cc1	-1.0	-5.4	-0.3	6.1	-6.1	14.5	16.4	2.4
O=C(O)CSC1CC(=O)N(c2ccc(Cl)cc2)C1=O (stereo unspecified)	9.9	-0.9	0.9	9.6	1.0	-6.5	8.7	16.1
CC(=O)c1cccc(NC(=O)Cn2cnc(S(=O)(=O)N3CCc4ccccc43)c2)c1	6.0	0.3	1.3	1.6	-5.5	2.8	1.7	-6.6
CCOC(=O)C(NC(=O)c1ccc(OC)cc1)(N1CCCC1=O)C(F)(F)F (stereo unspecified)	8.3	4.5	0.6	3.8	-4.2	7.1	-2.8	13.0
CCN(CC)S(=O)(=O)c1ccc2c(c1)CC(C(=O)N1CCCC1)N2C(C)=O (stereo unspecified)	18.1	7.0	3.9	1.5	-1.1	2.2	2.7	15.1
O=C(CCn1cnc2ccccc21)N/N=C/c1ccccc1O	-136.0	3.6	-17.2	-0.8	-3.3	12.4	-5.0	14.0
CCOc1ccc(OCC(=O)OC(C)C(=O)NC2CCCC2)cc1 (stereo unspecified)	13.5	-5.5	1.5	9.9	-5.6	8.7	-8.9	4.7
CC(NS(=O)(=O)c1ccc2c(c1)c(=O)n(C)c(=O)n2C)C(=O)NC1CCCCC1 (stereo unspecified)	7.8	-7.2	0.8	-1.0	3.8	-2.1	6.2	-2.1
Cc1ccc2cccc(S(=O)(=O)N3CCCc4ccccc43)c2n1	-1.1	-2.8	2.7	-7.1	-11.1	10.4	9.2	-0.8
O=c1[nH]c(SCc2ccc([N+](=O)[O-])cc2)nc2[nH]ncc12	16.0	-1.2	5.0	1.0	-7.1	4.3	-10.4	-3.4
CC(C)c1nc(CNC(=O)c2cc(COc3c(F)cccc3F)on2)cs1	25.0	-2.3	-1.1	-4.4	-3.1	-5.9	-8.8	-5.5
CC(C)(C)SCCNS(=O)(=O)c1ccc(F)cc1	4.1	-8.0	0.5	5.4	-6.7	-1.4	-6.6	-15.7
CCCSc1sc(C(=O)OC)c(-c2cccs2)c1C#N	/	-1.1	/	3.4	-2.6	3.8	-13.0	1.4
CN(C)c1ccc(C2NCC(CCl)O2)cc1 (stereo unspecified)	-24.6	0.9	1.4	-2.1	-4.9	4.7	0.6	-7.0
COc1ccc(C(=O)CCC(=O)NC2=NCCS2)cc1	-6.3	-7.8	-6.8	-0.9	-5.1	-3.8	-4.2	-8.9
O=C(COc1ccc(Cl)cc1)OCc1csc(Nc2ccccc2)n1	7.3	-8.9	3.5	8.5	-9.8	16.5	11.1	-35.6
O=C(CCS(=O)(=O)c1ccccc1)Nc1nc(-c2cccs2)cs1	-16.4	-10.7	-9.0	8.3	-9.0	-2.9	6.5	3.4
O=C(CCNC(=O)c1ccccc1)N=Nc1c(O)[nH]c2ccccc12	/	-5.8	/	-4.9	-0.9	-23.0	0.1	-13.1
O=c1c(-c2ccccc2)coc2c(CN3CCCCC3)c(O)ccc12	-290.1	-13.0	-1.3	9.7	-7.6	5.5	5.7	-10.3
CC(C)CCNC(=O)c1ccc(CS(=O)(=O)Cc2ccccc2F)o1	7.8	1.1	-8.1	-3.3	-5.7	20.2	-19.3	-3.1
Cc1c(NC(=O)CS(=O)(=O)c2ccccc2)c(=O)n(-c2ccccc2)n1C	3.8	6.4	3.5	-6.5	-3.3	-4.6	-3.6	17.0

Arranged by formula weight (descending): part of the list above
SMILES	SENP8 block-1	SENP8 block-2	SENP1 FRET inh	SENP7 inh	A3G deaminase	UBC13 inh	Apaf1 inhib	SENP6 inh
Cc1cc2oc(=O)cc(CN3CCN(Cc4ccc5c(c4)OCO5)CC3)c2cc1C	-6.6	8.2	-3.8	6.6	4.0	6.7	11.0	11.3
CCOC(=O)C(NC(=O)c1ccc(OC)cc1)(N1CCCC1=O)C(F)(F)F (stereo unspecified)	8.3	4.5	0.6	3.8	-4.2	7.1	-2.8	13.0
O=C(COc1ccc(Cl)cc1)OCc1csc(Nc2ccccc2)n1	7.3	-8.9	3.5	8.5	-9.8	16.5	11.1	-35.6
CN(C)CCCN1C(=O)C2CCc3[nH]c4ccccc4c3C2C1=O (stereo unspecified)	-193.5	2.9	-34.4	3.1	-5.6	-10.8	-4.2	0.2
O=C(Nc1cccs1)Nc1ccccc1Cl	11.6	35.1	-1.1	33.6	7.4	3.7	-0.2	-8.5

Next part:
SMILES	SENP8 block-1	SENP8 block-2	SENP1 FRET inh	SENP7 inh	A3G deaminase	UBC13 inh	Apaf1 inhib	SENP6 inh
COc1ccc(N2CCN(C(=S)NC(=O)c3cccs3)CC2)c([N+](=O)[O-])c1	23.9	-6.4	-1.3	12.5	-1.2	-8.3	2.7	-1.8
CCOc1ccc(C(=O)Nc2nnc(S(=O)(=O)Nc3ccccc3C)s2)cc1	-176.1	-9.6	1.2	9.3	-1.8	-8.3	19.7	-5.8
O=C(/C=C/c1cccs1)N1CCN(c2ccccc2)CC1	4.6	-9.2	0.6	-8.5	-2.5	-6.8	-0.4	4.1
O=S(=O)(Nc1ccc2c(c1)nc1n2CCN(Cc2ccccc2)C1)c1ccc(F)cc1	-176.3	-1.2	-10.7	9.2	1.9	2.8	12.6	-3.7
Cc1ccc(COC(=O)NCc2cccnc2)cc1	27.2	1.9	0.2	-1.1	-4.6	-3.5	-4.0	13.8
CCCCCC1CCC(C(=O)O)CC1 (stereo unspecified)	15.3	-8.2	-0.8	-6.6	-7.4	-3.4	11.2	-22.6
N#C/C(=C\c1ccco1)C(=O)Nn1cnnc1	9.4	-15.8	0.2	-1.5	-3.0	-14.1	-22.7	-11.1
COc1ccc(C2=NN(C(=O)/C=C/c3ccccc3)C(c3ccccc3)C2)c(OC(C)=O)c1 (stereo unspecified)	-3.8	4.8	5.4	-0.6	-5.7	0.2	14.4	-7.6
COc1ccc(/C=C/c2nnc(NC(=O)CC(C)C)s2)cc1	-426.4	-14.2	-17.3	14.1	0.8	2.7	11.1	-10.6
Cc1ccccc1-c1noc(CNC(=O)c2ccco2)n1	5.5	2.1	1.6	-1.5	-12.4	8.7	1.4	-13.9
Cc1c(N=C/C=C/c2ccccc2)cnn1C	21.7	-24.9	-0.1	-21.0	-8.2	2.3	-3.7	-27.5
COc1ccc(C(=O)Cn2nnc(-c3ccccc3NC(=O)C(F)(F)F)n2)cc1	14.3	2.5	-1.7	0.5	-4.1	-1.9	2.1	3.3
O=S(=O)(c1ccc2c(c1)oc1ccccc12)N1CCOCC1	6.6	-11.4	2.9	-1.0	-5.3	-7.6	9.4	-12.7
Cn1c2c(c(=O)n(C)c1=O)C(NS(=O)(=O)c1ccc(Cl)cc1)(C(F)(F)F)C(=O)N2 (stereo unspecified)	19.6	-7.6	-0.5	-8.4	-0.8	-3.2	3.8	-12.4
CCOc1cc(/C=N/Nc2ncc(C)c(=O)[nH]2)ccc1O	-47.6	-9.1	-0.1	-7.0	-5.0	-9.7	6.2	-19.6
